Screens: PubChem, National Center for Advancing Translational Sciences (NCATS)
WRN inhibitor: blocks human WRN helicase; Q14191; WRN helicase unwinding, fluorescent forked duplex, kinetic; Potency, µM (titrated, usually from 114 µM), inactives show top-dose activity change, negative = inhibition, usual class: inhibitors; actives 0.46% (n = 360,000); AID 651768; note: potency is the fitted concentration of half-maximal effect; % is set by controls: 0 for no effect and ±100 for the full control effect; nearly all actives have a fitted effect of over 55% in size
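WRN at 20 nM final was preincubated with compound for 15 min at room temperature; reaction started with 100 nM forked duplex oligonucleotide carrying fluorophore and quencher plus 2 mM ATP (final). Unwinding followed kinetically by red fluorescence (ex 525/em 598 nm).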
FUS yeast rescue: rescues growth of FUS-expressing yeast | actives 0.24% (n = 390,000) | S. cerevisiae FUS-expressing, growth rescue, OD600, 24 h | Potency, µM (titrated, usually from 76.6 µM), inactives show top-dose growth rescue (activation), most hits filed as activators;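 note: potency is the fitted concentration of half-maximal effect; plate controls were DMSO vehicle for no effect and reference control for full effect; nearly all actives have a fitted effect of over 55% in size; some results filed as inactive show a strong effect at the top dose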
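Restored growth of FUS-toxic S. cerevisiae, read as 600 nm absorbance after 24 h at 30C in galactose medium (starting OD 0.005). Controls CP55940 and DMSO.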
PI5P4Ka inh: blocks human PI5P4K alpha kinase activity | actives 1.2% (n = 330,000) | PI5P4Kalpha enzyme, ADP-Glo luminescence, 60 min; stronger effect = lower value | P48426 | max response, %; active = max response of -50% or lower; inconclusive = between -30% and -50%; inactive = -30% or higher; note: value at the top dose of about 77 µM; % is set by controls: 0 for no effect and ±100 for the full control effect
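Controls without substrate or without enzyme flank wells where PI5P4Kalpha converts substrate using 5 microM ATP (final). Incubation lasts 60 minutes at room temperature; ADP formed is read by ADP-Glo luminescence.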
PLK1 PBD block: blocks phosphopeptide binding to human PLK1 polo-box domain; actives 2.8% (n = 360,000); Potency, µM, without a hit: max response, negative = inhibition, most hits filed as inhibitors; P53350; Plk1 PBD binding of FITC phosphopeptide, fluorescence polarization; note: potency is the fitted concentration of half-maximal effect; series mostly up to about 57 µM; % is set by controls: 0 for no effect and ±100 for the full control effect; nearly all actives have a fitted effect of over 65% in size
IL2 activator: activates IL-2 in a cell-based reporter assay; IL-2 activation reporter assay, cell-based qHTS; stimulated with anti-CD3/CD4/CD28 beads; in transgenic mouse T cells; activation, % (series mostly up to about 46 µM); actives 0.065% (n = 360,000); in the data active = activation above about 50%; inconclusive = mostly about 30% to 49%; note: 0% is about no effect
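Unstimulated transgenic mouse T cells, 750 per well, received compound and, after 60 minutes, anti-CD3/anti-CD4 bead plus anti-CD28 stimulation. EGFP and DsRed were quantified after 18 hours.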
Abeta rescue: A-beta toxicity reversal in yeast. yeast expressing A-beta42, growth rescue, OD600, 48 h; response scale: 0% DMSO, 100% iron-clioquinol control. Potency, µM (series often up to 46.1 µM), without a hit: at the top dose growth rescue, usual class: activators. actives 0.063% (n = 410,000). AID 1347071; note: potency is the fitted concentration of half-maximal effect; nearly all actives have a fitted effect of over 55% in size
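Growth rescue measured by 600 nm absorbance after 48 h yeast culture at 30 C with compound. Values normalized between DMSO and an equimolar ferric chloride plus clioquinol control.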
EPAC1 antag: blocks human EPAC1 exchange factor; O95398; EPAC1 GEF assay, Rap1b-BODIPY-GDP exchange fluorescence; Potency, µM (doses to about 115 µM), for inactives: at the highest dose activity change, negative = inhibition, actives largely listed as inhibitors; actives 0.14% (n = 360,000);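 note: potency is the fitted concentration of half-maximal effect; plate controls were vehicle for no effect and positive control for full effect; nearly all actives have a fitted effect of over 50% in size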
Target sequence (O95398 whole entry, looked up): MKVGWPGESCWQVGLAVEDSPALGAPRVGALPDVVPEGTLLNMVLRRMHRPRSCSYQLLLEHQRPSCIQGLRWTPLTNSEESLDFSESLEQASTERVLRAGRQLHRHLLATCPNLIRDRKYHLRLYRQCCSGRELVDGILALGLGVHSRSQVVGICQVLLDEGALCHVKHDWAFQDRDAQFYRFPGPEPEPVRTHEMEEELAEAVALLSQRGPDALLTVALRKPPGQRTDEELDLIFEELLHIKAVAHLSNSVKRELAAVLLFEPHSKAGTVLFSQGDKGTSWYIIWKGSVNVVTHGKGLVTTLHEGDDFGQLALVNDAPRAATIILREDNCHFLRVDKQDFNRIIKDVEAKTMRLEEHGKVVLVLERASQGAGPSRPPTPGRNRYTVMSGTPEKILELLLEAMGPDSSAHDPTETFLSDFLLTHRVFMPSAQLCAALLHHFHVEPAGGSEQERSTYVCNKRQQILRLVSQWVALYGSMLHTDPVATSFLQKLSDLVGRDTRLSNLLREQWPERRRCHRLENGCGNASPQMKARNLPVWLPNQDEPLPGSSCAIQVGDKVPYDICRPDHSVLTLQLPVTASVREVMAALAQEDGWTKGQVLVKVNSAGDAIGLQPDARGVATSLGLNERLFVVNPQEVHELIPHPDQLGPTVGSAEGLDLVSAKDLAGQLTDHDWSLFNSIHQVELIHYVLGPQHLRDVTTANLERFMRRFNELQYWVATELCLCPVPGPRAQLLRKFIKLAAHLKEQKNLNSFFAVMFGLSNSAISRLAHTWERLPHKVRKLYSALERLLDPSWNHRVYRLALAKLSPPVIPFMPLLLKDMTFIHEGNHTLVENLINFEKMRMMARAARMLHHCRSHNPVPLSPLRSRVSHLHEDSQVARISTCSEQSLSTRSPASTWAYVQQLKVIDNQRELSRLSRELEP
EPAC1 ag: activates human EPAC1 exchange factor; EPAC1 agonist qHTS, biochemical assay; response scale: 100% = response to 6.5 mM cAMP; Potency, µM (titrated, usually from 154 µM), inactives show at the highest dose activation, usual class: activators; actives 0.073% (n = 360,000); note: potency is the fitted concentration of half-maximal effect; nearly all actives have a fitted effect of over 60% in size
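Read-out is the fluorescence drop as BODIPY-GDP leaves Rap1B (480 nm excitation, 540 nm emission), recorded every 5 minutes over 30 minutes. Reactions held 100 nM EPAC1, 250 nM Rap1B–BODIPY-GDP and 50 uM GDP, with 6.5 mM cAMP setting full activation.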
* marks the source's active call; other numbers are inactive results; ? = inconclusive; · = not tested or not shown; & = joins results of further samples; [ ] = dose if it differs, or a comment. Unless noted, calls come from the whole dose curve; as a rule, active = well fitted curve in the direction sought with a large enough effect; inconclusive = small, poorly fitted or top-dose-only effect, or another doubt; inactive = no such curve, though single readings can be large; an effect the other way counts as inactive or inconclusive. Only part of the results is shown. The share of hits here may be higher or lower than overall.

Compound	WRN inhibitor	FUS yeast rescue	PI5P4Ka inh	PLK1 PBD block	IL2 activator	Abeta rescue	EPAC1 antag	EPAC1 ag
Cc1c(/C=N/O)c2ccccc2n1C	-4%	-1%	-3	-2%	2.6	1%	-5%	-6%
Cc1cc(O)c2c(c1)OC(C)(C)C1=C2CC(C)CC1 (configuration not stated)	-4%	-7%	24	4%	-0.3	-31%[inhibitor]	-6%	16%
O=C1NCN(c2ccccc2)C12CCN(C(CCc1ccccc1)c1nnnn1-c1ccc3c(c1)OCCO3)CC2 (configuration not stated)	-10%	39%	5	-2%	-0.8	-1%	3%	3%
Cc1ccc(-n2c(C)cc(/C=C3/C(=O)NC(=O)N(C)C3=O)c2C)cc1	-3%	-18%	-2	-14%	-0.3	4%	-2%	-5%
CN1CCCN(C(=O)COc2cccc(C(F)(F)F)c2)CC1	2%	-12%	-9	1%	0.4	-1%	7%	-2%
COCCNC(=O)N1[C@H]2CC[C@@H]1C(C(=O)OC)=C(c1ccc(-c3ccccc3)c(F)c1)C2	9%	29%	1	-2%	-0.3	9%	-5%	0%
COC(=O)C1=C(c2ccccc2OCc2ccccc2)C[C@@H]2CC[C@H]1N2C(=O)NCc1ccc(OC)cc1	-10%	?	-1	2%	-2.9	-4%	-8%	-3%
O=C(c1cc(-c2ccc(Cl)cc2)n(-c2ccc(Cl)cc2Cl)n1)N1CCOCC1	-4%	15%	-3	5%	-0.3	0%	-4%	8%
O=C1CC(=O)N(c2ccccc2)C(=O)N1c1ccccc1	9%	42%	-2	-25%	-3.2	0%	-19%	0%
COc1ccc(C(=O)N2Cc3cnnn3-c3ccccc3C2C#N)cc1 (configuration not stated)	4%	-25%	5	-11%	-0.5	3%	-3%	-9%
Cc1cc(-c2n[nH]c(=S)n2-c2ccc(C)c(C)c2)no1	-30%[57.1 µM]	12%	-1	-7%	1.1	0%	35%[activator]	1%
O=c1oc2ccccc2c(O)c1[C@H]1c2ccc(O)cc2Oc2c1c(=O)oc1ccccc21	-12%[11.6 µM]	-4%	-9	?	-0.2	-48%[inhibitor]	-29%	-14%
Clc1ccc2c(c1)C(c1ccccc1Cl)=NCc1nnc(N3CCN(CCSc4ccccc4)CC3)n1-2	-30%	·	7	-15%	-0.6	-6%	0%	4%
CN(C(=O)Oc1ccc([N+](=O)[O-])cc1)c1ccccc1	-17%[57.1 µM]	-2%	1	-1%	1.8	15%	20%	9%
CCOC(=O)c1cc2cc(OC)ccc2n1C1CCN(Cc2ccccc2)CC1	-6%	10%	17	-7%	2.7	-1%	-20%	9%
CN1C(=O)N(C)C(=O)C2(Cc3cc(NC(=O)c4ccccc4Cl)ccc3N3CCCC32)C1=O (configuration not stated)	-7%	39%	-4	-21%	-2.6	9%	-10%	7%
CN1CC[C@@]2(C)c3cc(O)ccc3N(C)[C@@H]12	39%[activator]	-25%&-17%	-25&-18	5.3µM*	-0.5&-0.3	-10%&-14%	?	12%&7%
Cc1c(C(=O)C(=O)N2CCC3(CC2)OCCO3)c2ccccc2n1C	5%	7%	7	-4%	0.6	-14%	-6%	1%
CC/C=C/CC(=O)N[C@@H](c1ccccc1)[C@@H](O)C(=O)O[C@H]1C[C@@]2(O)[C@@H](OC(=O)c3ccccc3)C3[C@](C)(C(=O)[C@H](OC(C)=O)C(=C1C)C2(C)C)[C@@H](O)C[C@H]1OC[C@@]31OC(C)=O (some centres not stated)	-5%	?	9	-6%	-0.7	9%	-16%	-6%
Nc1cc(N2CCNCC2)c([N+](=O)[O-])cc1Cl	0%	-25%	-7	-2%	1.8	3%	-7%	3%

In a second layout: 2 of the compounds above.
Cc1ccc(-n2c(C)cc(/C=C3/C(=O)NC(=O)N(C)C3=O)c2C)cc1
  WRN inhibitor: -3%
  FUS yeast rescue: -18%
  PI5P4Ka inh: -2
  PLK1 PBD block: -14%
  IL2 activator: -0.3
  Abeta rescue: 4%
  EPAC1 antag: -2%
  EPAC1 ag: -5%
CC/C=C/CC(=O)N[C@@H](c1ccccc1)[C@@H](O)C(=O)O[C@H]1C[C@@]2(O)[C@@H](OC(=O)c3ccccc3)C3[C@](C)(C(=O)[C@H](OC(C)=O)C(=C1C)C2(C)C)[C@@H](O)C[C@H]1OC[C@@]31OC(C)=O (some centres not stated)
  WRN inhibitor: -5%
  FUS yeast rescue: ?
  PI5P4Ka inh: 9
  PLK1 PBD block: -6%
  IL2 activator: -0.7
  Abeta rescue: 9%
  EPAC1 antag: -16%
  EPAC1 ag: -6%

Following part
Compound	WRN inhibitor	FUS yeast rescue	PI5P4Ka inh	PLK1 PBD block	IL2 activator	Abeta rescue	EPAC1 antag	EPAC1 ag
C=CCn1c(O)c(C(C)=NC2CCN(Cc3ccccc3)CC2)c(=O)[nH]c1=O	-2%	-7%	5	-6%	-0.2	-15%	-3%	1%
O=C(CN1CC=C(c2ccccc2)CC1)NC(=O)NCc1ccccc1	3%	25%	-5	-5%	-0.6	-2%	?	-6%
CC(C)N(CC(O)c1cccc([N+](=O)[O-])c1)C(C)C (configuration not stated)	-6%	13%	·	-1%	0.8	14%	-1%	5%
COc1ccc(Cn2c(N)c(C(=O)NCc3ccco3)c3nc4ccccc4nc32)cc1OC	?	47%	-6	-17%	-0.9	5%	-3%	11%
COC(=O)c1ccccc1N=Cc1c(O)[nH]c(=O)[nH]c1=O	7%	-3%	3	-9%	0.8	-6%	-11%	-6%
CCCCn1c(O)c(C(C)=NCCc2ccccc2)c(=O)[nH]c1=O	0%	6%	0	2%	0.3	-23%	10%	-8%
C=CC(=O)NCNC(=O)C=C	-8%	-10%	4	-9%	-0.3	-19%	-3%	10%
Cc1ccc(-n2c(O)c(/C=N/NC(=O)c3ccncc3)c(=O)[nH]c2=O)cc1	3%	3%	-22	2%	1.2	-12%	3%	7%
C[C@@H]([C@@H](O)c1ccccc1)N(C)C(=O)Cc1ccccc1	1%	-20%	0	-4%	-1.4	17%	7%	-4%
Cc1cccnc1-n1c(-c2ccccc2)nc2ccccc2c1=O	3%	9%	-3	-2%	-1.2	7%	9%	-2%
CC(=O)NC(Cc1ccc(N(CCCl)CCCl)cc1)C(=O)NC(CC(C)C)C(=O)O (configuration not stated)	-3%	21%	9	-3%	-0.2	8%	1%	5%
COC(=O)c1cc(C(O)(C(=O)OC)C(F)(F)F)c(/N=C/N(C)C)s1 (configuration not stated)	-11%	2%	·	-1%	0.7	2%	6%	7%
CCCCC(C)C(OC(=O)CC(CC(=O)O)C(=O)O)C(CC(C)CC(O)CCCCC(O)CC(O)C(C)N)OC(=O)CC(CC(=O)O)C(=O)O (configuration not stated)	-1%[57.1 µM]	20%	-1	-26%	0.1	-54%[inhibitor]	4%	-19%
O=C(c1ccc2nc(-c3ccco3)c(-c3ccco3)nc2c1)N1CCC2(CC1)OCCO2	?	?	-20	-28%	3.2	-7%	-11%	-8%
Cc1ccsc1/C=N/NC(=O)c1cccc(S(=O)(=O)Nc2ccccc2Cl)c1	?	·	-17	-26%	0.3	18%	-11%	3%
COc1ccc(-c2nn(CCC#N)cc2C(=O)Nc2cccc([N+](=O)[O-])c2)cc1OC	-3%	6%	1	-5%	-0.2	5%	11%	10%
COC1=CC=C2[C@H]3Cc4ccc(OC)c5c4[C@@]2(CCN3C)C1O5 (some centres not stated)	6%	-38%	-4	-3%	-0.2	-19%	1%	-11%
Cn1nc(-c2ccc(OCC(=O)N3CCN(Cc4ccccc4)CC3)cc2)c2ccccc2c1=O	-8%&5%	21%&15%	0&0	-2%&-6%	-1.6&-4.3	-3%&5%	-3%&1%	6%&0%
O=c1[nH]c(=O)n(-c2ccc(Cl)cc2)c(O)c1C=Nc1ccc(S(=O)(=O)Nc2nccs2)cc1	-6%	·	-20	-14%	2.7	1%	1%	6%
O=C(c1ccco1)c1cn(Cc2ccccc2Cl)c2ccccc12	-10%	17%	·	2%	-1.9	21%	0%	17%
CN(C)C(=O)Oc1cc(OC(=O)N(C)C)cc(C(O)CNC(C)(C)C)c1 (configuration not stated)	0%&0%	-38%&-42%	3&-3	0%&2%	0.5&-0.2	-20%&-26%	22%&12%	-11%&-7%
Cc1ccccc1[N+](=O)[O-]	4%	3%	2	-6%	-0.7	-22%	0%	-20%
Cc1ccc(C(=O)N[C@@H](C)CN2C3=NC[C@@H](Cc4ccccc4)N3C[C@H]2Cc2ccc(O)cc2)cc1Br	6%	28%	-2	-9%	-0.7	7%	-11%	-2%
Cc1ccc2c(c1)N(CCC(=O)N1CCC3(CC1)OCCO3)C(=O)C(C)O2 (configuration not stated)	3%	13%	-26	-8%	-0.1	17%	16%	8%
CC1=C(C(=O)O)N2C(=O)[C@@H](NC(=O)CCCC(=O)O)[C@H]2SC1	7%	-22%	?	-26%	0.4	-19%	-4%	-25%
CN1C(=O)/C(=C/c2ccc(N3CCCCCC3)o2)C(=O)NC1=S	-19%	17%	-14	51%[activator]	5.7	-5%	12%	-4%
CC1CCC2C(C)C(=O)OC3OC4(C)CCC1C32OO4 (configuration not stated)	4%	-4%	-8	-1%	-0.3	-31%[inhibitor]	13%	6%
CN(C(=O)Oc1ccc(F)cc1)c1ccccc1	-25%	-7%	7	-5%	-0.2	22%	-10%	0%
Cc1ccc(-n2nc(C)c3c2OC(N)=C(C#N)C3c2ccc(F)cc2)cc1 (configuration not stated)	-5%	17%	·	?	3.4	18%	-2%	4%
Oc1ccc(C2=CCNCC2)cc1O	·	-23%	·	·	-0.1	0%	-6%	0%
C/C(=N\Nc1ccccc1)c1c(O)n(Cc2ccccc2)c(=O)[nH]c1=O	-15%	?	-19	-6%	-1.6	-15%	?	10%
COc1cc2[nH]c(C(=O)N3CCC4(CC3)OCCO4)cc2c(OC)c1OC	0%	18%	15	-14%	-3.1	-11%	-15%	7%
C=CCn1c(O)c(/C=C/C=Nc2ccccc2)c(=O)[nH]c1=O	2%	·	?	-5%	8.5	-7%	0%	3%
c1ccc2c(c1)CNCc1cnnn1-2	-1%	-18%	7	4%	0.7	5%	-8%	0%
